CCT modulator = High-Throughput Screening for Modulators of Cytosolic Chaperonin Activity | activity change, % (concentration not given with the values), hits read low | actives 0.3% (n = 360,000) | purified chaperonin ATPase assay, HTRF ADP detection, 30 min; in the data active = activity change below about -30%; also: % is scaled to controls: 0 for no effect and ±100 for the full control effect
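TRiC (40 or 20 nM final, by batch activity) in 30 mM Tris pH 7.4, 100 mM KCl, 5 mM MgCl2, 1 mM DTT was treated with compound at 76 uM single dose, then 10 uM ATP, 30 min at 37 °C. ADP was read by HTRF Transcreener.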
PTHR1 agonist = qHTS for PTHR1 Agonists: Primary Screen; Parathyroid hormone/parathyroid hormone-related peptide receptor (Homo sapiens), Q03431; HEK293 GP2 PTHR1 cells, GloSensor cAMP luminescence, 1 h; Potency, µM (highest dose often 115 µM), for inactives: top-dose activation, most hits filed as activators; actives 0.075% (n = 410,000); AID 743266, 2014; also: potency is read from the fitted curve at half-maximal effect; nearly all actives have a fitted effect of over 55% in size; some results filed as inactive show a strong effect at the top dose; inactives centre near -15; many of its hits are not listed in these tables
Target sequence (Q03431 whole entry, looked up): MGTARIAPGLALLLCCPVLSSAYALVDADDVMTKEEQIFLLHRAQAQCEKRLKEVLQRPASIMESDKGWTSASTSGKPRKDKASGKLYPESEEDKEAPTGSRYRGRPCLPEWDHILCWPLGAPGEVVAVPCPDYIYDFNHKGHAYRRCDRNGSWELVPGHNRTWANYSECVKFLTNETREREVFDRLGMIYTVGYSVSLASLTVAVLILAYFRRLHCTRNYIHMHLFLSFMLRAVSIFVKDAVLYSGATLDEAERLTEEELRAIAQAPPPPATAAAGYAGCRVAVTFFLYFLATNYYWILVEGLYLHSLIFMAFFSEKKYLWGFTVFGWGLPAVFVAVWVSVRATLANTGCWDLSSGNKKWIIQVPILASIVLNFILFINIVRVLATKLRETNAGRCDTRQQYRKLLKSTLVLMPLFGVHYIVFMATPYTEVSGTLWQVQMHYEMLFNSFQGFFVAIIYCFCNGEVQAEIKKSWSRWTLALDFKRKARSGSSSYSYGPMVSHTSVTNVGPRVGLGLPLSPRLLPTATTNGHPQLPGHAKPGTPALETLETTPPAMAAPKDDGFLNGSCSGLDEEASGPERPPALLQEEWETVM
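HEK-293-derived GP2 cells expressing PTHR1 and a GloSensor cAMP reporter, 3,000/well, plated overnight, given luciferin plus IBMX (each 0.5 mM as added) for 1 h at 37 °C, then compound for 1 h at 37 °C. Luminescence was read after 15 min at room temperature.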
Akt phos inh = HTS Assay for Inhibitors of Akt Phophorylation: Primary Screen; Neuro2A IGF-stimulated pAkt S473 HTRF, 20 min; hits give low values; activity change, % for hits at 50 µM; actives 0.32% (n = 360,000); AID 651550, 2012; in the data active = activity change below about -80%; inconclusive = mostly about -51% to -80%; also: % is scaled to controls: 0 for no effect and ±100 for the full control effect
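Single-point screen (50 µM final compound) in Neuro2A cells stimulated 20 min with 6 nM IGF at 37 deg C. After lysis, Ser473-phosphorylated Akt read by HTRF (ex 330 nm, em 615/665 nm) as the 665/615 ratio.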
MmCpn inh = Inhibitors of TCP-1 ring complex (TRiC) of Methanococcus maripaludis (MmCpn): qHTS; actives 0.031% (n = 330,000); purified Mm-Cpn ATPase, ADP Transcreener TR-FRET; Potency, µM (titrated, usually from 76.9 µM), without a hit: at the highest dose activity, negative = inhibition, actives largely listed as inhibitors; Chaperonin Mm-Cpn (Methanococcus maripaludis); also: potency is read from the fitted curve at half-maximal effect; % is scaled to controls: 0 for no effect and ±100 for the full control effect; nearly all actives have a fitted effect of over 80% in size
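TR-FRET (320 nm excitation; 590 and 665 nm emission) reports ADP made from 10 uM ATP by 25 nM enzyme; compounds were preincubated 10 min, reaction run 30 min, both at 37°C.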
EPAC2 antagonist = qHTS for Antagonist of cAMP-regulated guanine nucleotide exchange factor 2 (EPAC2): primary screen | Rap guanine nucleotide exchange factor 4 (Homo sapiens), Q8WZA2 | EPAC2 GEF exchange of Rap1B-BODIPY-GDP, fluorescence | Potency, µM (titrated, usually from 114 µM), without a hit: at the top dose activity, negative = inhibition, most hits filed as inhibitors | actives 0.18% (n = 360,000) | AID 720708, 2013; also: potency is read from the fitted curve at half-maximal effect; % is scaled to controls: 0 for no effect and ±100 for the full control effect; nearly all actives have a fitted effect of over 45% in size; many of its hits are not listed in these tables
EPAC2 agonist = qHTS for Agonist of cAMP-regulated guanine nucleotide exchange factor 4 (EPAC2): primary screen | Rap guanine nucleotide exchange factor 4 (Homo sapiens), Q8WZA2 | EPAC2 activation, biochemical qHTS; response scale: 100% = 6.5 mM cAMP response | Potency, µM (titrated, usually from 154 µM), without a hit: top-dose activation, most hits filed as activators | actives 0.079% (n = 360,000) | AID 720711, 2013; also: potency is read from the fitted curve at half-maximal effect; nearly all actives have a fitted effect of over 50% in size
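Compounds were added across a concentration range to EPAC2 (100 nM), RAP1B-BODIPY-GDP (250 nM) and GDP (50 uM). After 5 min at room temperature, fluorescence was recorded at 5-min intervals for 30 min.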
D3 antag = qHTS of D3 Dopamine Receptor Antagonist: qHTS; D3R cells, DiscoveRx beta-arrestin luminescence, antagonist mode; hits give low values; max response, negative = inhibition, %; actives 2.5% (n = 360,000); in the data active = max response below about -50%; inconclusive = no clear call, values can overlap the other calls; also: % is scaled to controls: 0 for no effect and ±100 for the full control effect; mostly tested at two doses, the higher about 12 µM
Target sequence (P35462 whole entry, looked up): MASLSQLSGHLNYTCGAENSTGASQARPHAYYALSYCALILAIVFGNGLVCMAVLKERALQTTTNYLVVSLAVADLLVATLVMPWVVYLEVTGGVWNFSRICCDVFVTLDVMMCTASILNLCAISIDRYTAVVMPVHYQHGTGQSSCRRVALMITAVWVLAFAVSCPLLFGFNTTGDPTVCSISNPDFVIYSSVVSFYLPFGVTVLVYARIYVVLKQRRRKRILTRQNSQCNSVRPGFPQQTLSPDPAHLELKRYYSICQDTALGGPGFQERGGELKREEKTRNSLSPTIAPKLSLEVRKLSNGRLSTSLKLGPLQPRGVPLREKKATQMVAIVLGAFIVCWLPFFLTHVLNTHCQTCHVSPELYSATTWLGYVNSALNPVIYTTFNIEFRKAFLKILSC
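Cells plated overnight at 1500 cells/well, then exposed to library compounds with dopamine controls for 90 minutes at 37 degrees C. DiscoveRx reagent added for 30–60 minutes at room temperature; luminescence read, quantitative HTS format.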
D3 ag = qHTS of D3 Dopamine Receptor Agonist: qHTS; D3R DiscoveRx beta-arrestin cells, luminescence, 90 min; AID 652048, 2013; actives 0.58% (n = 410,000); max activation, %; D(3) dopamine receptor (Homo sapiens), P35462; in the data active = max activation above about 30%; also: 0% is about no effect; mostly tested at two doses, the higher about 12 µM
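Agonist-mode cell screen: cells plated at 1500/well and incubated overnight at 37 °C, then exposed to library compounds for 90 min at 37 °C. Detection reagent was added for 30–60 min at room temperature, and luminescence was read.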
* marks the source's active call; other numbers are inactive results; [ ] = remark or other dose. Unless noted, calls follow the shape of the dose curve; as a rule, active = well fitted curve in the direction sought with a large enough effect; inconclusive = small, poorly fitted or top-dose-only effect, or another doubt; inactive = no such curve, though single readings can be large; an effect the other way counts as inactive or inconclusive. Only part of the results is shown. The share of hits here may be higher or lower than overall.

`COC(=O)[C@H]1C[C@@H]1[C@H](NC(=O)c1ccccc1)c1ccccc1` gave CCT modulator -0.5, PTHR1 agonist 10%, Akt phos inh inactive, MmCpn inh inconclusive, EPAC2 antagonist 16%, EPAC2 agonist 12%, D3 antag -8 and D3 ag -4.
For Cc1ccc(C(=O)NC(=S)N2CCN(C)CC2)cc1Br the results were CCT modulator 1.4, PTHR1 agonist inactive, Akt phos inh inactive, MmCpn inh 0%, EPAC2 antagonist 7%, EPAC2 agonist 2%, D3 antag 14 and D3 ag 13.
`COc1ccc(CNc2oc(-c3cccc4ccccc34)nc2P(=O)(OC)OC)cc1` gave CCT modulator -5.1, PTHR1 agonist -6%, Akt phos inh inactive, MmCpn inh -4%, EPAC2 antagonist -12%, EPAC2 agonist 12%, D3 antag 8 and D3 ag -1.
`Cc1ccc(C(=O)NCCSC(C)(C)C)cc1` gave CCT modulator 2.0, PTHR1 agonist -17%, Akt phos inh inactive, MmCpn inh 4%, EPAC2 antagonist 9%, EPAC2 agonist 5%, D3 antag 3 and D3 ag 4.
`CC1CCN(C(=O)CSc2nnc(-c3ccccc3F)o2)CC1` gave CCT modulator -3.9, PTHR1 agonist inactive, Akt phos inh inactive, MmCpn inh 0%, EPAC2 antagonist 1%, EPAC2 agonist 10%, D3 antag 1 and D3 ag 4.
For CCC(CC)C1=NN2C(=N)/C(=C\c3cc(C)n(-c4cccc(C)c4)c3C)C(=O)N=C2S1 the results were CCT modulator 0.5, PTHR1 agonist -12%, Akt phos inh inactive, MmCpn inh 3%, EPAC2 antagonist 12%, EPAC2 agonist -3%, D3 antag -16 and D3 ag -2.
CC(=O)NC1CC2CCCC(C1)N2S(=O)(=O)c1ccccc1 (centres undefined) was read as CCT modulator 0.9, PTHR1 agonist -4%[57.5 µM], Akt phos inh inactive, MmCpn inh -1%, EPAC2 antagonist 8%, EPAC2 agonist 1%, D3 antag 14 and D3 ag 8.
`Cc1c(OC(C)C(=O)N[C@H](C(=O)O)c2ccccc2)ccc2c3c(c(=O)oc12)CCCC3` (some centres undefined) gave CCT modulator -0.6, PTHR1 agonist -57%[inhibitor], Akt phos inh inactive, MmCpn inh 0%, EPAC2 antagonist 4%, EPAC2 agonist 9%, D3 antag inconclusive and D3 ag -24.
Screening COc1cc2oc(=O)cc(CN3CCOCC3)c2cc1Cl returned CCT modulator 0.1, PTHR1 agonist -19%, Akt phos inh inactive, EPAC2 antagonist 3%, EPAC2 agonist 4%, D3 antag 10 and D3 ag 5.
For O=C(CS(=O)(=O)c1cn(CC(=O)N2CCOCC2)c2ccccc12)NCc1ccc(F)cc1 the results were CCT modulator 0.2, PTHR1 agonist inactive, Akt phos inh inactive, MmCpn inh 0%, EPAC2 antagonist 1%, EPAC2 agonist 0%, D3 antag 11 and D3 ag 4.
O=C(NCC(=O)N1CCN(Cc2ccccc2)CC1)c1cc(Cl)cc([N+](=O)[O-])c1 was read as CCT modulator 0.3, PTHR1 agonist -6%, Akt phos inh inactive, MmCpn inh 0%, EPAC2 antagonist 5%, EPAC2 agonist 4%, D3 antag 21 and D3 ag -22.
Screening O=c1[nH]c(/C=C\c2cccc(F)c2)nc(O)c1[N+](=O)[O-] returned CCT modulator -6.2, PTHR1 agonist -25%, Akt phos inh inactive, MmCpn inh -1%, EPAC2 antagonist -3%, EPAC2 agonist 13%, D3 antag -25 and D3 ag -10.
`CN1CCN(C(=O)C2CCN(S(=O)(=O)c3cnc[nH]3)CC2)CC1` gave CCT modulator 1.0, PTHR1 agonist -1%[57.5 µM], Akt phos inh inactive, MmCpn inh 1%, EPAC2 antagonist 2%, EPAC2 agonist -2%, D3 antag 17 and D3 ag -1.
Screening COc1ccc(C(=O)NNC(=S)NC(=O)c2cccs2)cc1 returned CCT modulator -0.8, PTHR1 agonist -4%, Akt phos inh inactive, MmCpn inh 0%, EPAC2 antagonist 1%, EPAC2 agonist -7%, D3 antag 19 and D3 ag 2.
`COC(=O)C1C(c2ccc(Br)cc2)Nc2nnc(C(F)(F)F)n2C1(C)O` (centres undefined) gave CCT modulator -2.4, PTHR1 agonist -19%, Akt phos inh inactive, MmCpn inh -4%, EPAC2 antagonist -12%, EPAC2 agonist 8%, D3 antag -4 and D3 ag -4.

Quoted at random: two records from the list.
`COC(=O)C1C(c2ccc(Br)cc2)Nc2nnc(C(F)(F)F)n2C1(C)O` (centres undefined) gave CCT modulator -2.4, PTHR1 agonist -19%, Akt phos inh inactive, MmCpn inh -4%, EPAC2 antagonist -12%, EPAC2 agonist 8%, D3 antag -4 and D3 ag -4.
Screening O=c1[nH]c(/C=C\c2cccc(F)c2)nc(O)c1[N+](=O)[O-] returned CCT modulator -6.2, PTHR1 agonist -25%, Akt phos inh inactive, MmCpn inh -1%, EPAC2 antagonist -3%, EPAC2 agonist 13%, D3 antag -25 and D3 ag -10.

Returning to the listing, repeating the two entries before the break.
Screening COc1ccc(C(=O)NNC(=S)NC(=O)c2cccs2)cc1 returned CCT modulator -0.8, PTHR1 agonist -4%, Akt phos inh inactive, MmCpn inh 0%, EPAC2 antagonist 1%, EPAC2 agonist -7%, D3 antag 19 and D3 ag 2.
`COC(=O)C1C(c2ccc(Br)cc2)Nc2nnc(C(F)(F)F)n2C1(C)O` (centres undefined) gave CCT modulator -2.4, PTHR1 agonist -19%, Akt phos inh inactive, MmCpn inh -4%, EPAC2 antagonist -12%, EPAC2 agonist 8%, D3 antag -4 and D3 ag -4.
C(=C\c1nc(-c2cccnc2)no1)/c1ccccc1 was read as CCT modulator -5.7, PTHR1 agonist -25%, Akt phos inh inactive, MmCpn inh -14%, EPAC2 antagonist -3%, EPAC2 agonist 6%, D3 antag -14 and D3 ag -2.
For O=C(O)c1ccccc1-c1ccccc1C(=O)Nc1ccc2c(c1)oc(=O)c1ccccc12 the results were CCT modulator 0.2, PTHR1 agonist -11%, Akt phos inh inactive, EPAC2 antagonist 7%, EPAC2 agonist 2%, D3 antag -27 and D3 ag -10.
Screening CCCN(Cc1nnc(-c2ccccc2Cl)o1)C(=O)c1cc2ccccc2o1 returned CCT modulator 0.7, PTHR1 agonist inactive, Akt phos inh inactive, MmCpn inh -2%, EPAC2 antagonist -14%, EPAC2 agonist 20%, D3 antag -2 and D3 ag -2.
For COCc1cccc(C2=CC(=O)C[C@H](c3ccc(F)cc3)C2)c1 the results were CCT modulator 0.9, PTHR1 agonist -66%[inhibitor], Akt phos inh inactive, MmCpn inh 1%, EPAC2 antagonist 19%, EPAC2 agonist 10%, D3 antag 0 and D3 ag -10.
COCCn1c(SCC(=O)Nc2cc(C)on2)nnc1-c1c[nH]c2ccccc12 was read as CCT modulator -1.1, PTHR1 agonist -19%, Akt phos inh inactive, MmCpn inh 2%, EPAC2 antagonist -2%, EPAC2 agonist 22%, D3 antag 7 and D3 ag -1.
`COC(=O)[C@H](C)NC(=O)NCc1ccccc1F` gave CCT modulator 1.7, PTHR1 agonist inactive, Akt phos inh inactive, MmCpn inh 0%, EPAC2 antagonist -1%, EPAC2 agonist 7%, D3 antag -5 and D3 ag 4.
COc1ccc2[nH]cc(CCNC(=O)Cn3cc(C)c(=O)[nH]c3=O)c2c1 was read as CCT modulator -1.4, PTHR1 agonist inactive, Akt phos inh inactive, EPAC2 antagonist 25%, EPAC2 agonist 0%, D3 antag 26 and D3 ag 9.
Screening Cc1ccc(SCC(=O)NC(=O)NCCC(C)C)c(C)c1 returned CCT modulator -2.6, PTHR1 agonist -39%[inhibitor], Akt phos inh inactive, MmCpn inh -1%, EPAC2 antagonist 2%, EPAC2 agonist -11%, D3 antag -12 and D3 ag -6.
For O=C(Nc1ncnc2sc3c(c12)CCCCC3)c1ccco1 the results were CCT modulator 1.5, PTHR1 agonist inactive, Akt phos inh inactive, MmCpn inh 1%, EPAC2 antagonist -1%, EPAC2 agonist 7%, D3 antag -3 and D3 ag -9.
`CCc1c(C)nc2ncnn2c1NCCc1ccc(OC)cc1` gave CCT modulator -1.8, PTHR1 agonist -43%[inhibitor][57.5 µM], Akt phos inh inactive, MmCpn inh 0%, EPAC2 antagonist -1%, EPAC2 agonist 3%, D3 antag 31 and D3 ag 13.
Screening CCCCC(=O)NCCc1cc2c(OC)ccc(OC)c2[nH]c1=O returned CCT modulator -2.7, PTHR1 agonist inactive, Akt phos inh inactive, MmCpn inh 1%, EPAC2 antagonist -1%, EPAC2 agonist -1%, D3 antag 8 and D3 ag -2.
Screening CCN1CCN(c2nc(C)nc3c2sc(=S)n3C)CC1 returned CCT modulator -1.2, PTHR1 agonist inactive, Akt phos inh inactive, MmCpn inh -12%, EPAC2 antagonist -9%, EPAC2 agonist 9%, D3 antag inconclusive and D3 ag 0.
Screening CC1(C)c2ccccc2N2CC(=O)N(CC(N)=O)C21C (centres undefined) returned CCT modulator -3.0, PTHR1 agonist -9%[57.5 µM], Akt phos inh inactive, MmCpn inh 1%[15.4 µM], EPAC2 antagonist -3%, EPAC2 agonist 4%, D3 antag -11 and D3 ag -9.
O=S(=O)(c1ccc(F)c(F)c1F)N1CCN(C(=S)NCc2ccccc2)CC1 was read as CCT modulator -5.4, PTHR1 agonist inactive, Akt phos inh inactive, MmCpn inh 2%, EPAC2 antagonist -5%, EPAC2 agonist -7%, D3 antag 0 and D3 ag 0.

Assay outcomes: PubChem BioAssay, National Center for Advancing Translational Sciences (NCATS)
